Assay outcomes deposited in PubChem BioAssay by The Scripps Research Institute Molecular Screening Center.
TTR transcr act – activators of transthyretin transcription; SH-SY5Y TTR promoter Gaussia luciferase, luminescence; 100% = recombinant luciferase protein wells; activation, % at 16.7 µM; 92,000 compounds, 1.3% hits;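 active means activation above the mean of all tested compounds plus 3 SD, cut at about 9.5% in these data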;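 further: cells exposed to compounds for one day before reading; 0% = median of all test compound wells on the plate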
* = called active by the depositor. Some of the compounds tested; count on the stated rates, not on these rows.

Structure | TTR transcr act
O=C(Nc1ccc(Cl)c(Cl)c1)OCCNC(=O)c1cccc(Cl)c1 | 2.2
CCOc1ccccc1NC(=O)c1oc2ccccc2c1NC(=O)C1CC1 | 2.2
CCOC(=O)C1CCCN(C(=O)CS(=O)(=O)Cc2ccccc2)C1 (stereo unspecified) | -0.5
COCCCNC(=S)N1CCC(C(=O)c2ccc(Cl)cc2)CC1 | -1.9
CC(C)(Oc1ccc(Cl)cc1)C(=O)NCc1ccc(S(N)(=O)=O)cc1 | -0.5
CCCc1nc2ccc(C(=O)OC)cn2c1Cc1cccc(F)c1 | 0.7
Cc1nc(SCC(=O)c2cccs2)c2oc3ccccc3c2n1 | -2.0
O=[N+]([O-])c1ccccc1S(=O)(=O)Nc1ccc(S(=O)(=O)N2CCOCC2)cc1 | -4.2
O=C(Cn1c(CCCO)nc2ccccc21)Nc1ccccc1-c1ccccc1 | -0.8
O=C(CSc1ccc(-c2cccnc2)nn1)Nc1ccc(Br)cc1 | -1.1
CC(C)Cn1nc(NC(=O)c2cccs2)c2cc3ccccc3nc21 | -1.5
O=C(CN(Cc1ccco1)C(=O)CNS(=O)(=O)c1ccc(Cl)cc1)NC1CCCCC1 | -3.0

Laid out differently: entries from further up
CC(C)Cn1nc(NC(=O)c2cccs2)c2cc3ccccc3nc21
  TTR transcr act: -1.5
CCCc1nc2ccc(C(=O)OC)cn2c1Cc1cccc(F)c1
  TTR transcr act: 0.7
CCOc1ccccc1NC(=O)c1oc2ccccc2c1NC(=O)C1CC1
  TTR transcr act: 2.2
COCCCNC(=S)N1CCC(C(=O)c2ccc(Cl)cc2)CC1
  TTR transcr act: -1.9

Next section
Structure | TTR transcr act
COc1cc(/C=C(\C#N)C(=O)Nc2cc(C(F)(F)F)ccc2Cl)ccc1OCC(=O)Nc1cccc(C(F)(F)F)c1 | 2.1
COc1ccc(C2C(C(N)=O)=C(C)Nc3ncnn32)cc1 (stereo unspecified) | 3.6
Cc1ccc(NC(=O)C2Cc3ccccc3C(=O)O2)cc1 (stereo unspecified) | -0.7
O=C(O)c1ccc(N/N=C/c2ccc(F)c(F)c2)cc1 | 1.2
O=C(O)/C=C/C(=O)Nc1cccc(C(F)(F)F)c1 | -0.4
CCCC[n+]1ccn(C2=C([O-])c3ccccc3C(=O)/C2=N\S(=O)(=O)c2ccc(Cl)cc2)c1 | -0.6
Cc1nn(-c2ccccc2)c(C)c1NC(=O)COc1ccc(F)cc1Cl | 1.2
CCOc1ncccc1C(=O)OCC(=O)Nc1ccc(S(=O)(=O)N2CCOCC2)cc1 | 3.0
COCCNC(=O)CCCn1c(=O)c2cc(OC)c(OC)cc2n(CC(=O)c2ccccc2)c1=O | -0.9
Cc1nn(CC(=O)NCc2ccccc2)c(=O)c2ccccc12 | -1.2
Cc1cc(C)cc(OCC(=O)O/N=C(\N)Cc2ccc([N+](=O)[O-])cc2)c1 | 0.0
CC(=O)Nc1ccc(-n2c(=O)c3ccccc3c3ccccc3c2=O)cc1 | 1.1
COC(=O)c1ccc[n+](CC(=O)Nc2ccc(OC(F)F)cc2)c1 | 6.6
COc1ccc(S(=O)(=O)NCC(=O)N(CC(=O)NCC2CCCO2)Cc2ccc(F)cc2)cc1 (stereo unspecified) | -0.6
C[C@H](CO)N1C[C@H](C)[C@@H](CN(C)Cc2ccc(C(=O)O)cc2)Oc2c(NS(=O)(=O)c3ccc(F)cc3)cccc2C1=O | 0.3
CC(=O)c1c(C)[nH]c(C(=O)NC2=NCCS2)c1C | 2.2
COc1cccc(-n2c(SCC(=O)Nc3nc4ccccc4s3)nc3ccccc3c2=O)c1 | -0.2
COC(=O)c1ccc(CNC(=O)COC(=O)/C=C/c2cc(OC)c(OC)c(OC)c2)cc1 | -0.4
COc1ccc(S(=O)(=O)N2CCOCC2)cc1NC(=O)CN1CCCCCC1 | -1.0
O=C1/C(=C\c2ccc(O)c(O)c2)N=C2CCCCCN12 | 1.2
CCCN=C1N(C)C[C@@H]2[C@@H]3C(=O)N(C)C(=O)[C@@H]3[C@](Cc3ccccc3)(C(=O)OC)N12 | 0.9
Cc1cc(C)n2nc(C(=O)Nc3nccs3)nc2n1 | 0.9
CCOC(=O)C1(C)CCCN(C(=O)c2ccc3c(c2)OCO3)C1 (stereo unspecified) | 0.4
CC[C@]1(C(=O)OC)[C@H]2C(=O)N(C)C(=O)[C@H]2[C@H]2CN=C(SCc3ccc(C#N)cc3)N21 | -0.1
Cc1ccc(NC(=O)c2ccc(F)cc2F)cc1 | 0.2
O=C1NCCCC1C(=O)N/N=C/c1ccc(Cl)cc1 (stereo unspecified) | -1.1
CC/C(=N\NC(=S)Nc1ccc(OC)cc1)c1ccc(OC(F)F)cc1 | -1.1
COc1ccc(S(=O)(=O)N2CCN(C(=O)NCc3ccc(OC)c(OC)c3)CC2)cc1 | -0.3
C[C@H](NC(=O)c1ccccc1Cl)C(=O)OCc1cn2cc(Cl)ccc2n1 | 3.2
COC(=O)c1ccccc1NC(=O)CN1C(=O)c2ccccc2C1=O | 5.1
COc1ccc(CN2C(=O)CCC2(C)c2nnnn2Cc2ccccc2)cc1OC (stereo unspecified) | -0.2
Cc1cc(O)c(/C=N/Nc2ccc(Cl)cc2)c(=O)o1 | -1.2
Cc1cccc(NC(=O)c2cc(NC(=O)C3CCCCC3C(=O)O)ccc2N2CCCCC2)c1 (stereo unspecified) | 0.2
CNC(=O)c1ccsc1NC(=O)c1ccc(Cl)s1 | -0.7
Cc1cc(C(=O)Nn2cnnc2)cs1 | -1.7
O=C(c1ccc(-n2cncn2)c([N+](=O)[O-])c1)N1CCN(S(=O)(=O)c2ccc(Cl)cc2)CC1 | 0.1
Nc1nc(SCC(=O)c2cc(F)ccc2F)n[nH]1 | 0.3
CN(Nc1cccc(Cl)c1)c1cccc(Cl)c1 | 11*
S=C(NC1CCCCC1)NN(c1ccccc1)c1ccccc1 | -0.9
O=C(O)c1ccc(N=Nc2c(O)[nH]c3cc(Cl)ccc23)cc1 | 0.5
CN1C2Cc3c(n(C)c4ccccc34)C1CC=C2CO (stereo unspecified) | 2.9
COc1cc(/C=N/Nc2ccccn2)cc(OC)c1O | 0.8
COc1cccc(Nc2ccccc2C(=O)O)c1 | 2.5
COCCNc1nc(N2CCCCC2)c2cnn(C)c2n1 | 0.3
N#Cc1c(-c2ccccc2)cc(-c2ccccc2)nc1Br | 0.6
COc1ccc(OC(C)C(=O)Nc2ccccc2C(F)(F)F)cc1 (stereo unspecified) | 0.4
CC(C)(Oc1ccc(Cl)cc1)C(=O)Nc1ccncc1 | -5.7
COc1ccc(-c2nnc(SC(C)C#N)o2)cc1 (stereo unspecified) | 0.2
Cn1c(SCC(=O)Nc2ccccc2)nnc1-c1ccc(NC(=O)CCc2ccccc2)cc1 | -0.6
Cc1ccccc1N(CC(=O)NCCSCc1ccco1)S(C)(=O)=O | 1.4
CC(C)Cc1cc(C(=O)Nc2cccc(O)c2)no1 | -0.3
CC(=O)Oc1cccc(/C=c2\sc3nc(-c4ccco4)nn3c2=O)c1 | -0.3
Cc1ccc(CN2CC(N3CCCCC3)CS2(=O)=O)cc1 (stereo unspecified) | 2.7
COc1cc(C(=O)NNC(=O)CNC(=O)C2CCCCC2)ccc1OC(C)C | -0.5
Cc1nn(Cc2c(F)c(F)c(F)c(F)c2F)c(C)c1NC(=O)c1cccc(COc2ccc(Cl)cc2)c1 | -3.5
COC(=O)c1cc(-c2ccc(S(=O)(=O)N3CCCC(C)C3)cc2)c(C(F)(F)F)s1 (stereo unspecified) | -1.6
O=S(=O)(NCc1ccccc1)c1cccs1 | -3.6
COc1ccc(C(CCc2ccc(C)o2)NC(=O)Nc2ccc(OC)cc2OC)cc1 (stereo unspecified) | -3.9
CCOC(=O)C1=C(C)N=C(/N=C/N(C)C)SC1c1ccccc1 (stereo unspecified) | 2.3
COc1cc(/C=C/c2ccccc2)cc(OC)c1 | 0.7

Following part.
Structure | TTR transcr act
CCC(C)(C)c1nnc(NC(=O)CCC2CCCCC2)s1 | 0.6
O=C(c1ccc(N2CCCCC2)c([N+](=O)[O-])c1)N(Cc1ccccc1)c1ccccn1 | -1.4
CC(C)c1ccc(NC(=O)C2CCCN(S(=O)(=O)c3ccc4c(c3)C(C)(C)C(=O)N4C)C2)cc1 (stereo unspecified) | -1.8
CSCC(=O)Nc1ccc(F)c(Cl)c1 | 0.0
CC(C)(C)c1cc[n+](CC(=O)Nc2cc(C(F)(F)F)ccc2N2CCOCC2)cc1 | -0.8
Cc1cccc(CN2CCN(CC(=O)NCCCN3CCN(c4ccc(F)cc4)CC3)C2=O)c1 | -3.6
O=C(N/N=C/c1ccc(Cl)cc1)Nc1ccccc1 | -1.0
CCN(CCC(=O)Nc1cc(OC)ccc1OC)Cc1ccccc1 | 3.5
O=C(NNc1ccccc1F)c1ccccc1 | -0.2
Cc1cc(C)n2nc(C(=O)NNC(=O)c3ccc(Cl)cc3)nc2n1 | -1.8
Nc1nc(CN2CCN(c3ccc(F)cc3)CC2)nc(N2CCCc3ccccc32)n1 | 0.8
O=C(CSc1nc2c(cnn2-c2ccccc2)c(=O)[nH]1)N1CCOCC1 | -1.7
CC(C)NC(=O)c1n[nH]c(=O)c2ccccc12 | -1.3
COc1ccc(/C=C/C(=O)N2CCCC2)cc1OC | -2.2
COc1ccccc1NC(=S)NCc1cccnc1 | -0.6
c1ccc(C2(CN3CCNC[C@H]3Cc3cccc4ccccc34)CC2)cc1 | -0.8
CC(=O)Nc1ccc(NC(=O)C(C)Sc2nc3nc(C)cc(C)n3n2)cc1 (stereo unspecified) | -1.2
CSCC[C@H](NC(=O)OC(C)(C)C)C(=O)N/N=C/c1cccc2cccnc12 | 7.0
Oc1ccc(Br)cc1CNc1cnc2ccccc2c1 | 0.4
Cc1ccc(CCN2C(=O)CCC2(C)C(=O)NC2CCCC2)cc1 (stereo unspecified) | -1.3
N#Cc1c(-c2ccc(Cl)cc2)ccn2nc(C3CCCCC3)nc12 | 0.4
Fc1ccc(Nc2nc3ccccc3s2)cc1 | 0.1
CCS(=O)(=O)N1Cc2ccccc2CC1C(=O)Nc1nc2ccccc2s1 (stereo unspecified) | 0.7
COc1cc(OC)cc(C(=O)NNC(=O)Cc2ccc(OC)c(S(=O)(=O)N3CCOCC3)c2)c1 | -0.8
Cc1noc(C)c1-c1ccc(C(=O)NCC(C)C)c2occc12 | 5.8
Cc1ccc(NC(=S)NCc2cccn2C)cc1 | -1.7
Cc1cc(C(=O)CN2C(=O)C(=O)N(C3CCCC3)C2=O)c(C)n1CCc1ccc(F)cc1 | 1.4
COc1cc(-n2nnnc2SCC(=O)N2CCN(c3ccc(F)cc3)CC2)c(OC)cc1Cl | 7.1
CC[C@]12c3[nH]c4ccc(Cl)cc4c3CCN1C(=O)[C@@H](CC(=O)NCCCN(C)C)C[C@@H]2C(=O)N1CCN(C(=O)C2CC2)CC1 | 0.4
O=C(N/C(=C\c1cccnc1)c1nc2ccccc2[nH]1)c1cccc(Br)c1 | 0.2
NCCc1nnc(SCc2ccccc2Cl)o1 | -0.8
COc1ccc2oc(=O)c(C(=O)NCc3ccco3)cc2c1 | 0.5
COc1cc(OC)c(C(=O)O/N=C(\N)c2ccc(C)cc2)cc1OC | -1.9
COc1ccccc1NC(=O)Nc1nc(C(C)(C)C)cs1 | -1.7
C[C@@H]1CCCCO[C@@H](CN(C)S(=O)(=O)c2ccc(Cl)cc2)[C@@H](C)CN([C@H](C)CO)C(=O)c2cc(N(C)C)ccc2O1 | 1.5
COCCNc1nc(Oc2ccc(NC(C)=O)cc2)c2sc(-c3ccccc3)cc2n1 | -2.0

The last 2 compounds of the section above lead into the next:
Structure | TTR transcr act
C[C@@H]1CCCCO[C@@H](CN(C)S(=O)(=O)c2ccc(Cl)cc2)[C@@H](C)CN([C@H](C)CO)C(=O)c2cc(N(C)C)ccc2O1 | 1.5
COCCNc1nc(Oc2ccc(NC(C)=O)cc2)c2sc(-c3ccccc3)cc2n1 | -2.0
Cc1cc2nc(CCN(Cc3cccnc3)C(=S)Nc3ccc(F)cc3)[nH]c2cc1C | 4.1
CC(C)(C)OC(=O)N1CCC[C@H]1c1nnc(SCC(=O)Nc2cccc(Cl)c2)o1 | -2.3
CCOC(=O)c1sc(C)nc1C1CCN(C(=O)OCC)CC1 | -0.3
Cc1cc(C)n(C(=O)C2CCCN2S(=O)(=O)c2ccc(Cl)cc2)n1 (stereo unspecified) | -1.2
O=c1[nH]c2cc(Cl)ccc2n(CCNc2ncc(C(F)(F)F)cc2Cl)c1=O | -0.2
C=CCn1c(SC)nc2sc3c(c2c1=O)CCc1ccccc1-3 | 0.3
O=C(CN1C(=O)NC2(CCCCCCC2)C1=O)N1CCN(C(=O)c2ccco2)CC1 | -0.7
Cc1nc(Cc2ccccc2)sc1CC#N | -1.2
CCN1C(=O)[C@H]2[C@H]3CN=C(SCc4ccc(C#N)cc4)N3[C@@](CC)(C(=O)OC)[C@H]2C1=O | -0.8
COc1ccccc1N1CCN(c2nc3ccccc3nc2C(C#N)C(=O)OC(C)C)CC1 (stereo unspecified) | -0.5
O=C(NCC(=O)N(c1ccccc1)C(C(=O)NCC1CCCO1)c1ccccc1)c1cccs1 (stereo unspecified) | 1.0
CC(=O)NC(C)C12CC3CC(CC(C(=O)O)(C3)C1)C2 (stereo unspecified) | 2.3
CC(=O)c1nnn(-c2ccc(F)cc2F)c1C | 2.2
COc1cc(C(=O)OCCc2c(C)nc3nc[nH]n3c2=O)cc(OC)c1OC | 5.2
Clc1ccc(Cn2cc(/C=N/n3cnnc3)c3ccccc32)c(Cl)c1 | -4.6
CCN1CCCC1CN(Cc1cc2ccc(C)cc2[nH]c1=O)C(=S)Nc1ccc(OC)cc1OC (stereo unspecified) | 1.4
